PNC inhibitor = blocks assembly of the perinucleolar compartment. activity change (PNC), negative = inhibition, % at 10 µM. 140,000 tested, 3.1% active. PC3M PTB-GFP, PNC prevalence imaging, 16 h; active compounds read low. AID 2417;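 active = readout at or below -70, meaning at least 70% loss of cells showing the perinucleolar compartment, a nuclear body marking cancer cells; inconclusive = readout between -30 and a set limit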;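 note: plate controls were DMSO wells for no effect and camptothecin positive control wells for full effect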
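Compounds are pinned in duplicate onto adhered PC3M cells stably expressing GFP-tagged PTB and incubated 16 h at 37 C. Cells are then fixed, nuclei stained with Hoechst, and PNC-positive cells counted.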
IMPase inh = IMPase inhibition in cells. CHO-M1 cells, IP1 accumulation, HTRF TR-FRET ratio. inhibition (IP1 accumulation), % at 46.1 µM. P97697. 120,000 tested, under 10 active; active = well fitted curve in the direction sought with a large enough effect in the signal ratio, not every such curve was filed as active; inconclusive = small, poorly fitted or top-dose-only effect, or a change in a side signal; inactive = no such curve, though single readings can be large or run the other way; the % refers to the signal ratio;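 note: cells stimulated with carbachol in lithium chloride buffer; plate controls were DMSO basal wells for no effect and reference inhibitor wells for full effect; higher means more IMPase inhibition seen as more IP1 and lower FRET ratio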
Target sequence (P97697 whole entry, looked up): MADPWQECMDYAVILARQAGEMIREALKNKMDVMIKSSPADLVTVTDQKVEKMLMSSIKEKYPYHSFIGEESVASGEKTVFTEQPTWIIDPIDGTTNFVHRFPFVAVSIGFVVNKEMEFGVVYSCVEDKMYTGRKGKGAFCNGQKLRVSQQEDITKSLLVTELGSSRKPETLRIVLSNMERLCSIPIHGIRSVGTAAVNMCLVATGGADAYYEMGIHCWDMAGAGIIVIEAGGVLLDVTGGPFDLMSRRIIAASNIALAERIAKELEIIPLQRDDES
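Elevated IP1 in lysates lowers TR-FRET signal (665/620 ratio and 620 channel reported). Cells were CHO-M1, given carbachol (50 uM as added) plus 50mM LiCl, pH 7.4, 30 min, 37C; compounds titrated up to 46 uM; AC50 by Hill equation.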
12-hLO inh = inhibitors of human 12-lipoxygenase (ALOX12); purified 12-hLO, xylenol orange hydroperoxide absorbance; P18054; AID 1452; Potency, µM (series often up to 57.1 µM), for inactives: at the highest dose activity change, negative = inhibition, usual class: inhibitors; 150,000 tested, 0.12% active; note: potency is the fitted concentration of half-maximal effect; nearly all actives have a fitted effect of over 55% in size; many of its hits are not listed in these tables
Target sequence (P18054 whole entry, looked up): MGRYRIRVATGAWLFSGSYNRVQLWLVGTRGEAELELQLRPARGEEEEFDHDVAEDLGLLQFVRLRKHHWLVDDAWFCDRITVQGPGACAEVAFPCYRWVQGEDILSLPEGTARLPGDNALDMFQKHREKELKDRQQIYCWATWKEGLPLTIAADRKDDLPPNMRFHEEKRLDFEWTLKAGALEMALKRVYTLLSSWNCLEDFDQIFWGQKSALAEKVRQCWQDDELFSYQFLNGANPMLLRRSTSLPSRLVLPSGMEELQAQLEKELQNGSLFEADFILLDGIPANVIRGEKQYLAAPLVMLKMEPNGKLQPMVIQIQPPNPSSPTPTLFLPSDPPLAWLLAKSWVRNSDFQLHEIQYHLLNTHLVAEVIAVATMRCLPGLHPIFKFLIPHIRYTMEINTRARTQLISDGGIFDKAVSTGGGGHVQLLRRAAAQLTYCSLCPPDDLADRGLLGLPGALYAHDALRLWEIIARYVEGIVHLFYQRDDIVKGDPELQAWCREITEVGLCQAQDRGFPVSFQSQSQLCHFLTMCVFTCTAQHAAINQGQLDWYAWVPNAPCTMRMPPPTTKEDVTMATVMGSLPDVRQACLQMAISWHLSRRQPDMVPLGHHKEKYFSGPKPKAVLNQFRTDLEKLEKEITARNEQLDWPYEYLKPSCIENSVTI
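Hydroperoxide output read as Fe(III)-xylenol orange absorbance, 573-to-405 nm ratio, after 30 min reaction with 40 uM arachidonic acid. Enzyme: 150 nM purified human 12hLO, 15 min compound preincubation; 25 mM Hepes pH 7.0, room temperature.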
15-hLO-2 inh = blocks human 15-lipoxygenase 2 activity | O15296 | purified 15hLO-2, xylenol orange hydroperoxide absorbance | Potency, µM (doses to about 57.1 µM), for the others: at the highest dose activity change, negative = inhibition, hits mostly inhibitors | 110,000 tested, 0.56% active | AID 881; note: potency is the fitted concentration of half-maximal effect; nearly all actives have a fitted effect of over 60% in size; many of its hits are not listed in these tables
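Screening format was qHTS against 50 nM purified 15hLO-2 in Hepes pH 7.5 with detergent. Activity follows hydroperoxide formation from 45 uM arachidonic acid, measured as 573:405 nm absorbance ratio of the ferric-xylenol orange complex.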
Starred values were filed as active, the others as inactive; [ ] = remark or other dose. Unless noted, calls come from the whole dose curve; as a rule, active = well fitted curve in the direction sought with a large enough effect; inconclusive = small, poorly fitted or top-dose-only effect, or another doubt; inactive = no such curve, though single readings can be large; an effect the other way counts as inactive or inconclusive. Unless noted, % is set by controls: 0 for no effect and ±100 for the full control effect.

How did CCn1c(=O)cc(OCC(=O)NC(C)c2ccc3c(c2)OCCO3)c2ccccc21 (stereo not drawn) do in these assays?
PNC inhibitor: 9; IMPase inh: -5; 12-hLO inh: 1%; 15-hLO-2 inh: -1%

What do the screens show for `O=C(N/N=C/c1cccc([N+](=O)[O-])c1)C1CC(=O)N(c2ccc(Cl)cc2)C1` (stereo not drawn)?
PNC inhibitor: -17; IMPase inh: 4; 12-hLO inh: -21%; 15-hLO-2 inh: 1%

What do the screens show for `CCCN(CC1CC1)C(=O)Nc1ccccc1C`?
PNC inhibitor: -4; IMPase inh: 1; 12-hLO inh: -4%; 15-hLO-2 inh: -3%

How did CCCOC(=O)/C(C(N)=NCc1ccccc1)=C(\O)OCCC do in these assays?
PNC inhibitor: 17; IMPase inh: -4; 12-hLO inh: -4%; 15-hLO-2 inh: -4%

What do the screens show for `COc1ccccc1NC(=O)CSc1nc(O)cc(=O)n1C`?
PNC inhibitor: -5; IMPase inh: 4; 12-hLO inh: -4%; 15-hLO-2 inh: 5%

How did Cc1cccc(C)c1NC(=O)CSc1nnnn1-c1ccc(C(=O)O)cc1 do in these assays?
PNC inhibitor: -2; IMPase inh: 5; 12-hLO inh: 5%; 15-hLO-2 inh: 8%

Results for COc1ccc([N+](=O)[O-])cc1NC(=O)CC(c1ccccc1)c1ccccc1 ?
PNC inhibitor: 32; IMPase inh: -12; 12-hLO inh: -3%

Results for CCn1cc(/C=C/C(=O)Nc2c(C)nn(Cc3ccccc3)c2C)cn1 ?
PNC inhibitor: inconclusive; 12-hLO inh: -1%

What do the screens show for `CCOCCCNC(=O)Cc1c(C(=O)O)[nH]c2ccc(Cl)cc12`?
PNC inhibitor: inconclusive; IMPase inh: -9; 12-hLO inh: 4%

How did O=C(Cn1cc2c(n1)CCCC2)Nc1ccccc1Br do in these assays?
PNC inhibitor: inconclusive; IMPase inh: 6; 12-hLO inh: 1%; 15-hLO-2 inh: 1%

Results for CCN(CC)S(=O)(=O)c1ccc(OC)c(NC(=O)C(C)Oc2ccc3c(C)cc(=O)oc3c2)c1 (stereo not drawn) ?
PNC inhibitor: inconclusive; 12-hLO inh: 1%

How did Cc1ccc(-c2nn(-c3ccccc3)cc2/C=C/C(=O)Nc2nccs2)cc1 do in these assays?
PNC inhibitor: -1; IMPase inh: -9; 12-hLO inh: 0%

Results for Cc1ccc(NC(=O)COC(=O)Cn2nc(C)c([N+](=O)[O-])c2C)c([N+](=O)[O-])c1 ?
PNC inhibitor: 1; 12-hLO inh: 0%

Results for CCC(C)c1ccc(Nc2ncccc2C#N)cc1 (stereo not drawn) ?
PNC inhibitor: 51; IMPase inh: 4; 12-hLO inh: -7%; 15-hLO-2 inh: -6%

What do the screens show for `COC(=O)CSc1ncc(OC)c(OC)n1`?
PNC inhibitor: 50; IMPase inh: 8; 12-hLO inh: 9%

How did C/C(=N\Nc1nnc(-c2ccccc2)c(-c2ccccc2)n1)c1cccc([N+](=O)[O-])c1 do in these assays?
PNC inhibitor: 6; IMPase inh: 9; 12-hLO inh: -17%; 15-hLO-2 inh: inconclusive

What do the screens show for `Cc1ccc(-n2c(C)cc(C(=O)CN3CCCCC3)c2C)cc1`?
PNC inhibitor: inconclusive; 12-hLO inh: -2%

How did COc1cccc2c1C(=O)c1c(O)c3c(c(O)c1C2=O)C[C@@](O)(C(=O)CO)C[C@H]3O[C@H]1C[C@@H](N)[C@H](O)[C@@H](C)O1.[W] do in these assays?
12-hLO inh: -3%[11.4 µM]; 15-hLO-2 inh: -4%[11.4 µM]

Results for Cc1cc(C)c(S(=O)(=O)NCCC2CCCN2C)c(C)c1 (stereo not drawn) ?
PNC inhibitor: 32; IMPase inh: -8; 12-hLO inh: -1%; 15-hLO-2 inh: 11%

How did COc1cc(OC)cc(-c2cc3nc4c(c(N5CCN(c6ncccn6)CC5)n3n2)CCCC4)c1 do in these assays?
PNC inhibitor: -28; IMPase inh: -8; 12-hLO inh: -6%; 15-hLO-2 inh: 46%[activator]

Fetched by compound from the entries so far, two records:
What do the screens show for `Cc1ccc(-n2c(C)cc(C(=O)CN3CCCCC3)c2C)cc1`?
PNC inhibitor: inconclusive; 12-hLO inh: -2%

How did COc1cccc2c1C(=O)c1c(O)c3c(c(O)c1C2=O)C[C@@](O)(C(=O)CO)C[C@H]3O[C@H]1C[C@@H](N)[C@H](O)[C@@H](C)O1.[W] do in these assays?
12-hLO inh: -3%[11.4 µM]; 15-hLO-2 inh: -4%[11.4 µM]

Structures from the list above with an aryl thioether with sulfur outside any ring (3):
What do the screens show for `COc1ccccc1NC(=O)CSc1nc(O)cc(=O)n1C`?
PNC inhibitor: -5; IMPase inh: 4; 12-hLO inh: -4%; 15-hLO-2 inh: 5%

How did Cc1cccc(C)c1NC(=O)CSc1nnnn1-c1ccc(C(=O)O)cc1 do in these assays?
PNC inhibitor: -2; IMPase inh: 5; 12-hLO inh: 5%; 15-hLO-2 inh: 8%

What do the screens show for `COC(=O)CSc1ncc(OC)c(OC)n1`?
PNC inhibitor: 50; IMPase inh: 8; 12-hLO inh: 9%

Other records follow.
Results for O=C(NCc1ccc2c(c1)OCO2)Oc1ccccc1 ?
PNC inhibitor: 8; IMPase inh: 8; 12-hLO inh: -2%; 15-hLO-2 inh: 1%

What do the screens show for `O=C(C1CCCN(S(=O)(=O)c2cccc3cccnc23)C1)N1CCN(c2ccccc2F)CC1` (stereo not drawn)?
PNC inhibitor: -16; IMPase inh: 2; 12-hLO inh: 1%; 15-hLO-2 inh: 1%

What do the screens show for `O=C(O)c1ccc(C(=O)O)c2c(C(=O)O)ccc(C(=O)O)c12`?
12-hLO inh: 2%[11.4 µM]; 15-hLO-2 inh: 2%[11.4 µM]

What do the screens show for `COc1ccc(C(=O)N(CCN2CCOCC2)CC(=O)NC2CCCC2)cc1OC`?
PNC inhibitor: 14; IMPase inh: 0; 12-hLO inh: 2%; 15-hLO-2 inh: 4%

Results for CN1CCN(S(=O)(=O)c2ccc(NC(=O)c3ccc(Br)o3)cc2)CC1 ?
PNC inhibitor: 22; IMPase inh: 1; 12-hLO inh: 1%; 15-hLO-2 inh: 3%

How did COC(=O)c1ccc(Oc2nc(NC(C)C)nc(N(C)C)n2)cc1 do in these assays?
PNC inhibitor: inconclusive; IMPase inh: -3; 12-hLO inh: 6%; 15-hLO-2 inh: 22%

How did CC(=O)Nc1ccc(Nc2ccc(S(=O)(=O)C(F)(F)F)cc2[N+](=O)[O-])cc1 do in these assays?
PNC inhibitor: 20; IMPase inh: 9; 12-hLO inh: -6%

What do the screens show for `Cc1cccc(NC(=O)CC2NC3CCCCC3NC2=O)c1` (stereo not drawn)?
PNC inhibitor: 36; IMPase inh: 10; 12-hLO inh: 4%; 15-hLO-2 inh: 3%

How did Cc1ccc(NC(=O)C(C)c2ccc(-c3ccccc3)c(F)c2)c(C)c1 (stereo not drawn) do in these assays?
PNC inhibitor: 0; IMPase inh: 3; 12-hLO inh: 6%; 15-hLO-2 inh: -7%

How did O=C(OCn1nnc2ccccc2c1=O)c1ccco1 do in these assays?
PNC inhibitor: -24; IMPase inh: -4; 12-hLO inh: -4%; 15-hLO-2 inh: -5%

What do the screens show for `S=C(NCc1ccc(Cl)cc1)Nc1ccccc1Cl`?
PNC inhibitor: 27; 12-hLO inh: -12%

How did CC(C)COc1ccccc1C(=O)NC(CO)C(=O)O (stereo not drawn) do in these assays?
PNC inhibitor: -27; IMPase inh: -6; 12-hLO inh: 6%; 15-hLO-2 inh: 1%

How did ClCCl do in these assays?
12-hLO inh: -2%; 15-hLO-2 inh: 0%

How did c1ccc(OCc2nn3c(-c4cccnc4)nnc3s2)cc1 do in these assays?
PNC inhibitor: 11; IMPase inh: 4; 12-hLO inh: 2%; 15-hLO-2 inh: -7%

What do the screens show for `CCC(C)N(NC(C)=O)c1nc(Cl)nc(NC(C)(C)C)n1` (stereo not drawn)?
PNC inhibitor: 46; IMPase inh: -4; 12-hLO inh: 5%; 15-hLO-2 inh: -5%

What do the screens show for `CC1(C)CC(NS(=O)(=O)c2ccc(S(=O)(=O)N3CCOCC3)cc2)CCO1` (stereo not drawn)?
PNC inhibitor: 5; IMPase inh: 4; 12-hLO inh: 1%; 15-hLO-2 inh: 0%

Results for COc1ccc(C2SCCN2C(=S)Nc2ccc(F)cc2)cc1 (stereo not drawn) ?
PNC inhibitor: 9; IMPase inh: 9; 12-hLO inh: -8%

How did Cc1c(C(=O)NCc2ccc3c(c2)OCO3)oc2ccc(S(=O)(=O)N3CCCCCC3)cc12 do in these assays?
PNC inhibitor: inconclusive; IMPase inh: 0; 12-hLO inh: -16%; 15-hLO-2 inh: -2%

How did Clc1ccc(CNCc2cccs2)c(Cl)c1 do in these assays?
PNC inhibitor: inconclusive; 12-hLO inh: -3%

How did COC(=O)c1ccc(N2CN=C(c3ccc(C)cc3)NC2=S)cc1 do in these assays?
PNC inhibitor: 11; 12-hLO inh: -9%

How did O=C(CCCc1ccccn1)c1ccccc1 do in these assays?
12-hLO inh: 1%[11.4 µM]; 15-hLO-2 inh: -8%[11.4 µM]

How did CCC1(COC(NC(=O)c2cccnc2)(C(F)(F)F)C(F)(F)F)COC1 do in these assays?
PNC inhibitor: inconclusive; IMPase inh: 15; 12-hLO inh: 1%; 15-hLO-2 inh: 1%

Results for Cc1nn(C)cc1/C=C/C(=O)c1ccc(O)cc1 ?
PNC inhibitor: inconclusive; 12-hLO inh: 0%

What do the screens show for `CCOC(=O)c1c(NC(=O)CSc2nnnn2-c2ccc(OC)cc2)sc(C)c1C`?
PNC inhibitor: -6; IMPase inh: -2; 12-hLO inh: -16%; 15-hLO-2 inh: inconclusive

Results for Cc1noc(C)c1C(=O)OCC(=O)Nc1cc(Cl)ccc1Oc1ccccc1 ?
PNC inhibitor: -17; IMPase inh: 15; 12-hLO inh: -8%; 15-hLO-2 inh: 2%

How did CCCc1cc(N2CCCC2)n2nc(C)c(-c3ccccc3)c2n1 do in these assays?
PNC inhibitor: inconclusive; IMPase inh: 5; 12-hLO inh: -5%; 15-hLO-2 inh: 12%

Results for CCN(CC)C(=O)COC(=O)c1ccc(O)cc1 ?
PNC inhibitor: 21; IMPase inh: 23; 12-hLO inh: 0%; 15-hLO-2 inh: 3%

How did Clc1ccccc1CSc1nnc(-c2ccccn2)n1Cc1ccco1 do in these assays?
PNC inhibitor: 28; IMPase inh: 8; 12-hLO inh: -14%; 15-hLO-2 inh: 2%

How did C=CCn1c(SCC(=O)Nc2ccc3c(c2)OCO3)nnc1-c1ccccc1 do in these assays?
PNC inhibitor: 48; IMPase inh: -6; 12-hLO inh: 1%; 15-hLO-2 inh: -14%

Results for COc1ccc(O[C@H]2C=C[C@@H](c3ccccc3)O[C@@H]2COC(=O)CC/C(C)=N/O[C@@H](C)CN2CCCCc3nc(C)c(C)cc32)cc1 ?
PNC inhibitor: -83*; 12-hLO inh: -1%

How did O=C(/C=C/c1ccc(-c2ccccc2[N+](=O)[O-])o1)c1ccc(Br)cc1 do in these assays?
PNC inhibitor: inconclusive; IMPase inh: -9; 12-hLO inh: -1%; 15-hLO-2 inh: -8%

What do the screens show for `Cc1c(CCOC(=O)C23CC4CC(CC(C)(C4)C2)C3)sc[n+]1Cc1ccccc1`?
PNC inhibitor: inconclusive; IMPase inh: inconclusive; 12-hLO inh: 1%; 15-hLO-2 inh: 48%[activator]

How did NC(=O)C1CCN(Cc2nc(-c3ccccc3)no2)CC1 do in these assays?
PNC inhibitor: inconclusive; IMPase inh: 7; 12-hLO inh: -2%; 15-hLO-2 inh: -4%

Screening data deposited in PubChem BioAssay by National Center for Advancing Translational Sciences (NCATS).
